NadD block – inhibitors of S. aureus NadD, primary screen, biochemical, colorimetric, uHTS; purified NadD enzyme, colorimetric absorbance read-out; inhibition, % at 20 µM; 0.78% of 360,000 active; AID 602399, 2012; in the data active = inhibition above about 26%; also: some compounds past the cut are filed as inactive
Rin1 Abl inh – inhibitors of Rin1-Abl protein binding, primary screen, biochemical, TR-FRET; 0.4% of 360,000 active; Tyrosine-protein kinase ABL1 (Homo sapiens) + Ras and Rab interactor 1 (Homo sapiens), …; inhibition, % at 7.35 µM; in the data active = inhibition above about 5%, passing the limit was not always enough
LMPTP inh – LMPTP phosphatase inhibitors, primary screen, biochemical, fluorescence intensity, uHTS; Low molecular weight phosphotyrosine protein phosphatase (Homo sapiens), P24666; recombinant LMPTP-A, OMFP fluorogenic substrate; inhibition, % at 20 µM; 0.22% of 360,000 active; AID 651560, 2012;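 active = compounds that cut the enzyme signal by at least half of the control window in the single-dose screen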;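 also: plate controls were DMSO wells with enzyme plus substrate for no effect and substrate without enzyme for full effect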
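Assay system: LMPTP-A enzyme. Input: 0.625 nM LMPTP-A final. Probe or stimulus: 400 µM OMFP. Compound dosing: single 20 µM dose. Schedule: 50 min dark incubation at room temperature. Detection: fluorescence intensity of OMFP turnover product. Read-out: percent inhibition versus substrate-only and uninhibited controls. Benchmarks: no-enzyme low control, uninhibited high control.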
Rpn11 inh – Rpn11 (PSMD14) deubiquitinase inhibitors, primary screen, biochemical, fluorescence polarization, uHTS | 26S proteasome non-ATPase regulatory subunit 14 (Homo sapiens), O00487 | 0.59% of 360,000 active | calls only at 20 µM | human 26S proteasome, Ub4-pepOG fluorescence polarization; 20S core pre-blocked with epoxomicin;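 active = inhibition at 20 µM, scaled to each plate's controls, above about 33%, limit read from the data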
Target sequence (O00487 whole entry, looked up): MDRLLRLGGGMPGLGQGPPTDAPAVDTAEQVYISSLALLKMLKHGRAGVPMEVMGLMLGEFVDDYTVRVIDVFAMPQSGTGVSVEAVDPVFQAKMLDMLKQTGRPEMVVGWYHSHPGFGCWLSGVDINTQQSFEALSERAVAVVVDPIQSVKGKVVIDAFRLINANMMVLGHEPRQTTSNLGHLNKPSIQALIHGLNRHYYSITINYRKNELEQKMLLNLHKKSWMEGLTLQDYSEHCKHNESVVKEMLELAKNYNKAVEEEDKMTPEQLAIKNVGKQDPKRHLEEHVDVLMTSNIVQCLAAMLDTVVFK
DNMT1 inh – human DNMT1 methyltransferase inhibitors, primary screen, biochemical, molecular beacon, fluorescence, HinP1I cleavage, uHTS; inhibition (reported as % activation of signal), % at 10 µM; 0.83% of 360,000 active; AID 588458, 2011; in the data active = inhibition above about 50%
Neddyl block – inhibitors of cullin neddylation, primary screen, biochemical, TR-FRET, uHTS, NAE and Ubc12. calls only at 25 µM. 0.58% of 360,000 active. AID 651699, 2012; in the data active = inhibition above about 36%
SUMO1 PPI mod – modulators of SUMO1 protein-protein interactions, primary screen, biochemical, uHTS. Small ubiquitin-related modifier 1 (Homo sapiens), P63165. SUMO1 binding to a labelled peptide, TR-FRET, 1 h. inhibition, % at 20 µM. 0.33% of 360,000 active; in the data active = inhibition above about 37%
Target sequence (P63165 whole entry, looked up): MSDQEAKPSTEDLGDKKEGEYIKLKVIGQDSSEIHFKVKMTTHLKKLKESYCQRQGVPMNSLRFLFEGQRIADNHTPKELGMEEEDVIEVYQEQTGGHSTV
CSN inh – inhibitors of CSN-mediated cullin deneddylation, primary screen, biochemical, fluorescence polarization, uHTS; inhibition, % at 12.5 µM; COP9 signalosome complex subunit 5 (Homo sapiens), Q92905; Purified CSN, SCF-Nedd8-OG deneddylation; 0.38% of 360,000 active;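 active = pattern-corrected inhibition above about 35%, with an unprinted fluorescence ratio check between 0.5 and 1.5, limit read from the data, passing the limit was not always enough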;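 also: 0% = enzyme with substrate and 100% = substrate without enzyme; some results filed as inactive read as strong as hits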
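Material: human Csn5 produced in HEK293T cells; Input: enzyme 0.24 nM; Reagent: SCFSkp2-Nedd8OG substrate at 10 nM final; Dosing: 12.5 µM compound; Incubation: 90 min reaction at room temperature; Detection: fluorescence polarization of the substrate; Evaluation: % inhibition of substrate cleavage by Csn5; Control set: substrate-only high control, full reaction low control.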
Scp-1 inhibitor – Scp-1 phosphatase inhibitors, primary screen, biochemical, colorimetric, uHTS; Carboxy-terminal domain RNA polymerase II polypeptide A small phosphatase 1 (Homo …; Recombinant Scp1, phosphopeptide, malachite green phosphate absorbance; inhibition, % at 20 µM; 0.88% of 340,000 active; AID 493091, 2011;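 active = inhibition above about 50% at 20 µM, limit read from the data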;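 also: plate controls were DMSO wells with enzyme for no effect and wells lacking enzyme for full effect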
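Test system: SCP-1 phosphatase catalytic domain, residues 76-261 | Compound dosing: One concentration, 20 µM, with 1.0% DMSO | Schedule: 45 min room-temperature reaction, 5 min colour, 30 min stabiliser | Detection: Absorbance at 630 nm | Read-out basis: % inhibition of SCP-1 phosphate liberation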
STEP inh – STEP phosphatase inhibitors, primary screen, biochemical, fluorescence intensity, uHTS; recombinant STEP, OMFP fluorogenic substrate; AID 588621, 2011; 0.25% of 360,000 active; Tyrosine-protein phosphatase non-receptor type 5 (Homo sapiens), P54829; inhibition, % at 20 µM;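 active = inhibition at 20 µM, scaled per plate between control wells, above about 37%, limit read from the data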;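 also: 0% = DMSO with enzyme and substrate and 100% = substrate only without enzyme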
Target sequence (P54829 whole entry, looked up): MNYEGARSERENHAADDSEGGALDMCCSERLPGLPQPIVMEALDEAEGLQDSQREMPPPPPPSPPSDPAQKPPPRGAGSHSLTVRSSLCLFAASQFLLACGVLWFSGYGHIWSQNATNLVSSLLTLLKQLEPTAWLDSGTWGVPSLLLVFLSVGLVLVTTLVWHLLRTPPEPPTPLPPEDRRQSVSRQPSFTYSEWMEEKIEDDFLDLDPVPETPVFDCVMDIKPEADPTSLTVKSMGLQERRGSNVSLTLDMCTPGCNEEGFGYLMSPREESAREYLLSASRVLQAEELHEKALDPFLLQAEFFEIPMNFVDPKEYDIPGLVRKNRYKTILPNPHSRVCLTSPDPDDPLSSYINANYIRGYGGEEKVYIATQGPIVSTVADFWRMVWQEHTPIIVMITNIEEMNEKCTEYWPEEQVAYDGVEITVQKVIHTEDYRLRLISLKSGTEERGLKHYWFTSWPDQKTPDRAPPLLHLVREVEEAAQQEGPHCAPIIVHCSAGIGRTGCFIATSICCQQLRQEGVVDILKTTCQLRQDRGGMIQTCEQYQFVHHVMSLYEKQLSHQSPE
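Measure: Control-normalized % inhibition with plate pattern correction | Test system: STEP phosphatase, cell-free reaction | Medium: pH 6.0 Bis-Tris with DTT and Tween 20 | Technique: Fluorescence, 480/540 nm | Times: Reaction 20 min, ambient temperature | Doses: Single compound dose of 20 µM, 1% DMSO final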
Starred values were filed as active, the others as inactive; i = inactive; . = not tested or not shown. Hits appear at their usual frequency; any-hit rate near 3.8%.

compound	NadD block	Rin1 Abl inh	LMPTP inh	Rpn11 inh	DNMT1 inh	Neddyl block	SUMO1 PPI mod	CSN inh	Scp-1 inhibitor	STEP inh
COc1ccc(C[C@H]2CN3C(=NC[C@@H]3Cc3ccccc3)N2CCNC(=O)CCC2CCCCC2)cc1	0	2	-1.5	i	14	i	-25	-1	3	-2
COc1ccc(C)cc1NC(=O)CN1CCN(CC(=O)Nc2ccccc2F)CC1	-2	-5	0.4	i	1	i	4	-4	-11	-1
CCN(CC)CCCNC(=O)C1CCCN(c2nnc(N3CCCC3=O)s2)C1 (centres undefined)	2	3	-0.9	i	0	i	-8	0	-6	3
COc1ccc(-c2sc3ccc(-c4ccc5c(c4)OCO5)cc3c2-c2ccc(OC)nc2)cc1	22	1	1.5	i	5	i	-18	-2	2	-1
COC(=O)Cn1c2[n+](c3ccccc31)CC(O)CS2 (centres undefined)	-3	2	-2.6	i	1	i	1	0	-8	0
O=C1C=C(c2ccc(C(=O)O)c(Cl)c2)C[C@@H](c2ccc3c(c2)OCO3)C1	1	0	-0.5	i	19	i	-9	0	11	0
O=[N+]([O-])c1ccc(O)c(C(C#Cc2ccccc2)N2CCOCC2)c1 (centres undefined)	0	-4	1.3	i	-2	i	-14	0	-4	1
Cc1cc(C)n2nc(SCC(=O)c3cc(C)n(-c4cc(C)on4)c3C)nc2n1	9	1	0.1	i	-4	i	0	7	-5	-3
CSc1ccc(NC(=O)C2(C)CCN2C(=O)Cc2ccc(C(C)(C)C)cc2)cc1 (centres undefined)	-3	1	5.3	i	-3	i	5	3	.	2
O=C(c1cc(COc2ccc(F)cc2F)on1)N1CCN(C(=O)c2ccco2)CC1	-5	3	0.1	i	0	i	-2	2	-5	0
COc1cc(NC(=O)c2ccccc2F)c(OC)cc1NC(=O)CN1CCOCC1	-1	1	-0.6	i	1	i	-2	-7	4	-4
CC(C)c1ccccc1-n1c(SCc2cc(=O)oc3ccc4ccccc4c23)nnc1-c1cccnc1	25	-6	4.8	i	-3	i	-8	-4	10	6
COc1ccc(-c2nnc(SCc3ccc(C(=O)O)cc3)o2)cc1OC	-6	6	-1.7	i	0	i	6	-1	-5	-4
C=C(C)C1CC=C(C)/C(=N/NC(=O)c2ccoc2C)C1 (centres undefined)	1	-1	-0.8	i	2	i	2	-9	-2	3
CSc1ccc(NC(=O)NCCN2CCc3ccccc3C2)cc1	-7	3	-1.8	i	-3	i	1	0	-3	18

compound	NadD block	Rin1 Abl inh	LMPTP inh	Rpn11 inh	DNMT1 inh	Neddyl block	SUMO1 PPI mod	CSN inh	Scp-1 inhibitor	STEP inh
O=C1c2ccccc2C(=O)c2c1cccc2N1CCN(Cc2ccccc2)CC1	-2	-2	4.6	i	-5	i	-24	-5	-1	0
COc1ccc(-n2nc(C(=O)NCC(=O)NCC3CCCO3)c3ccccc3c2=O)c(OC)c1 (centres undefined)	3	4	-0.4	i	6	i	-3	0	-3	0
CCCNC(=O)C1(C)CCN(Cc2ccc(OCc3ccccc3)cc2)C1 (centres undefined)	-1	-1	-1.2	i	-2	i	0	-3	.	4
CCN(CC(=O)NC(C)C)C(=O)Cc1ccc(C)c(C)c1	-4	-5	-0.3	i	0	i	1	-7	-5	-2
Cc1ccc(OCc2cc(C(=O)N(C)Cc3cc(C4CC4)n[nH]3)no2)cc1C	-4	-1	1.9	i	-3	i	1	-4	-8	0
Cc1c([N+](=O)[O-])cc(C(=O)NCc2ccc(F)cc2)cc1[N+](=O)[O-]	-2	1	1.1	i	-4	i	-23	-9	-9	2
Nc1nc(N2CCCCC2)c(C=O)c(N2CCCCC2)n1	-5	-4	-3.0	i	-6	i	-1	-4	3	0
CCOC(=O)C1CCN(S(=O)(=O)c2cc(Br)cc3c2N(C(C)=O)C(C)C3)CC1 (centres undefined)	-1	-4	-0.5	i	2	i	0	0	-2	-1
Cn1c(O)c(N=NC(=O)c2ccco2)c2ccccc21	-6	-7	0.2	i	2	i	-23	0	1	2
COc1ccc(C(=O)c2no[n+]([O-])c2C(=O)c2ccc(OC)cc2)cc1	-4	-4	0.5	i	9	i	18	4	-11	6
COCCN(C(=O)c1csnn1)C(C(=O)NC(C)(C)C)c1cccc(OC)c1 (centres undefined)	1	4	-1.2	i	1	i	3	-1	2	-2
COc1cccc(CNC(=O)COc2cccc3c2OC(C)(C)C3)c1	-5	-4	-0.3	i	1	i	1	2	1	-1
CC(=O)Nc1cc(-c2cccc(C)c2)cn2c(-c3ccc(S(C)(=O)=O)cc3)cnc12	6	-2	0.4	i	-6	.	-16	5	.	0
CCOc1ccccc1OCC(=O)Nc1cccc(S(=O)(=O)N2CCCCCC2)c1	-8	1	2.1	i	4	i	10	3	-5	-1
O=C(CCc1nc2ccccc2c(=O)[nH]1)N1CCN(S(=O)(=O)c2ccc(F)cc2)CC1	4	4	-1.6	i	1	i	-1	0	-5	-3

One compound at a time, as listed above. Values in the order: NadD block | Rin1 Abl inh | LMPTP inh | Rpn11 inh | DNMT1 inh | Neddyl block | SUMO1 PPI mod | CSN inh | Scp-1 inhibitor | STEP inh
Cc1cc(C)n2nc(SCC(=O)c3cc(C)n(-c4cc(C)on4)c3C)nc2n1 across the screens: 9 | 1 | 0.1 | i | -4 | i | 0 | 7 | -5 | -3
COCCN(C(=O)c1csnn1)C(C(=O)NC(C)(C)C)c1cccc(OC)c1 (centres undefined) across the screens: 1 | 4 | -1.2 | i | 1 | i | 3 | -1 | 2 | -2

Later entries.
compound	NadD block	Rin1 Abl inh	LMPTP inh	Rpn11 inh	DNMT1 inh	Neddyl block	SUMO1 PPI mod	CSN inh	Scp-1 inhibitor	STEP inh
COc1ccc(S(=O)(=O)Nc2ccc(NC(C)=O)cc2)cc1	-6	-4	-1.1	i	-2	i	0	2	-7	1
O=C(c1ccco1)N1CCN(C(c2cccs2)c2sc3ncnn3c2O)CC1 (centres undefined)	-3	-2	-1.5	i	1	i	-3	4	-4	1
O=C(Cc1ccc(Cl)cc1Cl)OCC(=O)N1CCN(C(=O)c2ccco2)CC1	-1	0	-1.7	i	-1	i	-1	1	-3	-3
COc1ccc(C(=O)N2CCCC(N3CCN(c4ccccc4OC)CC3)C2)c(OC)n1 (centres undefined)	0	2	-0.3	i	2	i	-1	1	-6	4
COc1ccccc1N1CCN(CCNC(=O)Nc2cccc(C)c2C)CC1	-6	-1	-0.4	i	-5	i	-1	1	-7	0
CCn1cc(Br)c(C(=O)NN)n1	1	2	-1.4	i	3	i	0	0	-5	-8
Cc1ccc(OCCn2ccnc2)c([N+](=O)[O-])c1	-5	1	-2.5	i	2	i	0	-2	-4	3
CC1(C(=O)NS(=O)(=O)c2cccc(C#N)c2)CCN1C(=O)Cc1ccc(-c2ccccc2)cc1 (centres undefined)	4	1	-0.5	i	0	i	0	-1	.	-1
O/N=C1\CCC\C1=C/c1ccco1	3	1	-1.0	i	24	i	-1	5	2	0
Cc1nc(-c2ccc([N+](=O)[O-])cc2)c(-c2ccccc2)o1	-4	1	1.5	i	0	i	-35	-5	-6	-1
CCCOc1ccc(C(=O)Nc2ccc(S(=O)(=O)N3C[C@@H]4C[C@@H](C3)c3cccc(=O)n3C4)cc2)cc1	6	-1	1.5	i	-5	i	9	2	-3	2
CCCCn1c(N)c(N(CC(C)C)C(=O)c2cccc(S(=O)(=O)N3CCN(C)CC3)c2)c(=O)[nH]c1=O	2	0	-1.0	i	1	i	-1	-9	4	-2
COc1ccc(NC(=O)C(NS(=O)(=O)c2ccc3c(c2)CCCN3C(C)=O)C(C)C)c(OC)c1 (centres undefined)	7	5	0.2	i	6	i	6	0	-3	-4
CC(/C=C/C(=O)c1ccc(C)cc1)=C\c1ccccc1	1	1	3.1	i	8	i	-9	2	-22	6
COC(=O)c1ccc(CC2(C)C(=O)Nc3ccc(OC(F)(F)F)cc32)o1 (centres undefined)	0	-1	-0.7	i	1	i	1	-2	.	0

As entered above.
In STEP inh, `Cc1cc(C)n2nc(SCC(=O)c3cc(C)n(-c4cc(C)on4)c3C)nc2n1` is listed with -3
In NadD block, `COc1ccc(S(=O)(=O)Nc2ccc(NC(C)=O)cc2)cc1` is listed with -6
In LMPTP inh, `COc1ccc(C(=O)c2no[n+]([O-])c2C(=O)c2ccc(OC)cc2)cc1` is listed with 0.5
In DNMT1 inh, `O=[N+]([O-])c1ccc(O)c(C(C#Cc2ccccc2)N2CCOCC2)c1` (centres undefined) is listed with -2

(further entries)
compound	NadD block	Rin1 Abl inh	LMPTP inh	Rpn11 inh	DNMT1 inh	Neddyl block	SUMO1 PPI mod	CSN inh	Scp-1 inhibitor	STEP inh
O=C(CN1C(=O)CCS(=O)(=O)c2ccccc21)NCCc1ccccc1	-2	4	-0.6	i	-4	i	-5	3	0	-2
CC(OC(=O)CCCN=C1NS(=O)(=O)c2ccccc21)C(=O)NC1CCCCC1C (centres undefined)	0	0	-0.5	i	0	i	-2	2	4	0
S=C(Nc1ccc2nsnc2c1)N1CCCCC1	-3	-1	3.5	i	26	i	27	24	-1	3
CCC(=O)Nc1nnc(C)s1	2	-2	-3.1	i	-1	i	-1	-1	-2	0

High-throughput results: PubChem, several laboratories
